# Bioassay records deposited in PubChem by Sanford-Burnham Center for Chemical Genomics.
# 697 NFkB inh: inhibitors of PMA/ionomycin-induced NF-kB reporter, 697 cells, primary screen, B-cell NF-kB inhibitor project, cell-based, luminescence, uHTS. 697 B-cell NF-kB luciferase reporter, 16 h. AID 435022, 2010. inhibition, % at 4 µM. actives 0.33% (n = 330,000); in the data active = inhibition above about 35%
# UBC13 inh: UBC13 polyubiquitin chain formation inhibitors, primary screen, biochemical, TR-FRET, uHTS | Ubiquitin-conjugating enzyme E2 N (Homo sapiens), P61088 | inhibition, % at 20 µM | actives 0.47% (n = 330,000) | AID 485273, 2010; in the data active = inhibition above about 45%, passing the limit was not always enough
# Target sequence (P61088 whole entry, looked up): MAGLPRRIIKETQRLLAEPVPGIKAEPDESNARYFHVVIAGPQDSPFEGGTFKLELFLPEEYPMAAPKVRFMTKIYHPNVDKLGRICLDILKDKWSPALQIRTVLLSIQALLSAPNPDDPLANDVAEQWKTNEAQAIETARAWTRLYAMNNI
# SENP7 inh: SENP7 protease inhibitors, primary screen, biochemical, luminescence, uHTS; recombinant SENP7, Z-RLRGG-aminoluciferin luminescence, 40 min; inhibition, % at 5 µM; actives 1.5% (n = 330,000); AID 434973, 2010;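 active = inhibition above about 50% at the single test dose, limit read from the data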;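 also: plate controls were DMSO with enzyme for no effect and no enzyme buffer wells for full effect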
# Target sequence (Q9BQF6 706-1050 limits assumed): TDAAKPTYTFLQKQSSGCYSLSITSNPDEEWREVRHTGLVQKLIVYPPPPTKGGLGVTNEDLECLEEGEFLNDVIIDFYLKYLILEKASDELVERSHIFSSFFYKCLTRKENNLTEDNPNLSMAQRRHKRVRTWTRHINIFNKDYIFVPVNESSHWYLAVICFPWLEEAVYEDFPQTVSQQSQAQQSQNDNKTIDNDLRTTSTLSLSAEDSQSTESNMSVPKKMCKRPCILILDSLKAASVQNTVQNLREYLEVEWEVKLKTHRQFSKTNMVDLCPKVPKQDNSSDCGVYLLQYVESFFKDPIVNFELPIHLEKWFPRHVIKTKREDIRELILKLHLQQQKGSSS
# SENP8 block: SENP8 protease inhibitors, primary screen, biochemical, luminescence. purified SENP8, Z-RLRGG-aminoluciferin cleavage. inhibition, % at 10 µM. actives 1.2% (n = 330,000). AID 2540, 2010
# Target sequence (Q96LD8 whole entry, looked up): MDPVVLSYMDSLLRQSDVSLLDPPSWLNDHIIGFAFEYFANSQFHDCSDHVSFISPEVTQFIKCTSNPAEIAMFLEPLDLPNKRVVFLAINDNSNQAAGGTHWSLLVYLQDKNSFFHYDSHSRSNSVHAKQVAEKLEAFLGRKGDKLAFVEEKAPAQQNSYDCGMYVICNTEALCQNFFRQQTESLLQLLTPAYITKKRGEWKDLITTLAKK
# Jurkat NFkB inh: inhibitors of induced NF-kB luciferase reporter, primary screen, TCR NF-kB activation inhibitor project, cell-based, luminescence, uHTS; inhibition, % at 4 µM; Jurkat, PMA/ionomycin-induced NF-kB luciferase reporter; actives 0.53% (n = 330,000)
# Gli-Sufu block: Gli-Sufu pathway antagonists, primary screen, luciferase luminescence, Sufu-KO-LIGHT cells, uHTS | Sufu-KO-LIGHT fibroblasts, Gli luciferase reporter luminescence | inhibition, % at 5 µM | actives 0.74% (n = 340,000) | AID 588413, 2011;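 active = inhibition above about 55%, limit read from the data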;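 also: 0% = DMSO-treated cells and 100% = wells with medium but no cells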
# Apaf-1 inh: inhibitors of human Apaf-1 apoptosome, primary screen, biochemical, DEVD-Rh110 fluorescence, uHTS. reconstituted apoptosome caspase-3 activity. inhibition, % at 20 µM. Apoptotic protease-activating factor 1 (Homo sapiens), O14727. actives 0.71% (n = 330,000). AID 489030, 2010; active = inhibition of at least 40% at 20 µM;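 also: plate controls were DMSO wells for no effect and DEVD-CHO caspase inhibitor wells for full effect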
#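 System: reconstituted apoptosome with Apaf-1, cytochrome c, caspase-9, procaspase-3, dATP; Signal: Rh110 fluorescence intensity; Schedule: 30 min compound preincubation, 50 min activation, room temperature; Reagent: cytochrome c trigger plus (Z-DEVD)2-Rh110 caspase-3 substrate.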
# HKDC1 inhibitor: HKDC1 hexokinase inhibitors, primary screen, biochemical, fluorescence, uHTS | inhibition, % at 20 µM | actives 0.16% (n = 340,000) | Q2TB90 | AID 493160, 2011 | recombinant HKDC1, G6PDH/diaphorase resazurin coupled fluorescence;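 active = inhibition above about 35% when tested at 20 µM, limit read from the data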;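 also: plate controls were DMSO wells with enzyme for no effect and DMSO wells lacking enzyme for full effect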
#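 test system = in-house recombinant HK5 (HKDC1) enzyme | amount = HKDC1 at 5 µg/mL | control set = DMSO-enzyme wells negative, buffer-substituted wells positive | compound = one dose of 20 µM, 1% DMSO | schedule = reaction time 90 min, room temperature, protected from light | technique = resorufin fluorescence at 613 nm | reagent = glucose with 1 mM ATP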
# * hit, by the source's call. Rule as the data show it, unless noted: active = inhibition above about 50%; inactive = the rest.
# The opening four records, to show the layout:
SMILES,697 NFkB inh,UBC13 inh,SENP7 inh,SENP8 block,Jurkat NFkB inh,Gli-Sufu block,Apaf-1 inh,HKDC1 inhibitor
Cc1ccccc1-n1nnnc1SCC(=O)c1c(N)n(C2CC2)c(=O)[nH]c1=O,13,1,-3,-6,-5,-3,7,3
CCOc1ccc(-c2nnn(CC(=O)c3ccc4c(c3)OCCO4)n2)cc1OCC,17,10,5,8,8,-2,1,-13
CCNc1nc(NC(C)C)nc(Oc2ccc(OCc3ccccc3)nn2)n1,7,0,-1,-7,-1,1,6,2
N#C/C(=N\Nc1ccc([N+](=O)[O-])cc1)C(=N)N1CCOCC1,-23,0,7,-5,-31,-18,9,4

# All compounds of this part (from the top)
SMILES,697 NFkB inh,UBC13 inh,SENP7 inh,SENP8 block,Jurkat NFkB inh,Gli-Sufu block,Apaf-1 inh,HKDC1 inhibitor
Cc1ccccc1-n1nnnc1SCC(=O)c1c(N)n(C2CC2)c(=O)[nH]c1=O,13,1,-3,-6,-5,-3,7,3
CCOc1ccc(-c2nnn(CC(=O)c3ccc4c(c3)OCCO4)n2)cc1OCC,17,10,5,8,8,-2,1,-13
CCNc1nc(NC(C)C)nc(Oc2ccc(OCc3ccccc3)nn2)n1,7,0,-1,-7,-1,1,6,2
N#C/C(=N\Nc1ccc([N+](=O)[O-])cc1)C(=N)N1CCOCC1,-23,0,7,-5,-31,-18,9,4
CC(NC(=S)Nc1c(Br)cccc1OC(F)F)C(C)(C)C (configuration not stated),-9,2,3,-2,17,-4,17,-4
COc1ccccc1Nc1c([N+](=O)[O-])cncc1[N+](=O)[O-],23,-2,2,-8,3,-1,5,-6
O=C(COC(=O)CNC(=O)c1ccc([N+](=O)[O-])o1)Nc1ncc(Cl)cc1Cl,8,-21,3,-12,4,-12,4,0
COc1ccc(C(=O)NCCNc2nc3ccc(C)cc3cc2C#N)cc1OC,10,4,-2,13,10,10,1,3
COC(=O)/C=c1\[nH]c2nnc(C)n2c1=O,7,18,-3,-2,5,6,-20,-2
O=C(NCc1ccncc1)C(F)(F)C(F)(F)C(=O)NCc1ccncc1,-31,5,6,-1,2,8,1,-2
COc1ccc(NC(=O)CSc2ccccn2)cc1OC,13,2,0,1,6,-4,-5,-5
O=S(=O)(c1cnccc1N1CCN(/N=C/c2ccc(Br)cc2)CC1)N1CCCCC1,-15,-15,14,-9,0,15,29,-2
O=C(Cc1ccccc1Cl)N1CCN(c2ncccn2)CC1,4,5,-4,-8,-15,-1,8,-4
CCOC(=O)C(=Cc1ccc(-n2ccnc2)cc1)C(=O)OCC,-26,-3,-14,-10,4,10,-10,-6
COc1ccccc1CN1CCNC(=O)C1CC(=O)O (configuration not stated),19,0,2,5,11,5,1,-8
CC(C)c1ccc(/C=C/C2=NNC(=O)CC2)cc1,-58,-4,48,27,-61,-49,11,8
CC(C)C[C@H](NC(=O)N1CC(=O)Nc2ccccc21)C(=O)N1CCC(C(=O)O)CC1,5,5,3,4,10,-2,-7,4
CCC(C)N=Cc1c(NCc2ccco2)nc2c(C)cccn2c1=O (configuration not stated),-10,8,-1,-1,11,-1,22,5
Cc1ccc(C2c3c(-c4ccccc4O)n[nH]c3C(=O)N2Cc2ccncc2)cc1 (configuration not stated),-10,-15,-4,-16,16,7,33,4
CC1CCCCC1NC(=O)/C(C#N)=C/c1ccccc1F (configuration not stated),-20,3,2,-1,16,2,0,-2
Cc1nn(C(C)(C)C)c(NC(=O)c2ccccc2)c1C#N,-27,-13,-9,-5,-5,-1,12,-3
CC(C)(C)n1nnnc1C(c1ccccc1F)N(Cc1ccco1)CC1CCCO1 (configuration not stated),-4,5,-5,-2,15,9,-1,3
Cc1cc(C(=O)NC2CCCN(Cc3ccc(Cl)cc3)C2)n(C)n1 (configuration not stated),7,11,-9,-9,21,57*,-11,-7
COc1ccc(CN2C3CCCC2CC(NC(=O)/C=C/c2ccccc2)C3)cc1 (configuration not stated),-18,18,-4,-4,7,31,-1,-14
COc1ccccc1CNC(=O)Cn1nnc(-c2ccncc2)n1,2,6,3,-2,9,4,5,3
COc1cccc(OCc2nnc(SCc3cc(=O)[nH]c4ccccc34)o2)c1,7,8,-5,-2,-6,3,14,-6
O=C(O)c1ccc(NCc2ccncc2)cc1,13,11,1,5,0,4,-12,8
Cc1nnc(SCC(=O)NC(=O)NC(C)(C)C)s1,5,7,-1,-10,11,-10,0,-4
O=C(N/N=C/c1cccn1-c1ccc(O)cc1)c1cccc2ccccc12,22,-2,5,-2,-2,-3,3,-7
CC1CCCCN1C(=O)CSc1nnc(Cc2ccccc2)n1C (configuration not stated),-11,-3,-10,-3,-19,-2,6,-2
CNC(=O)c1nn(-c2ccc(Cl)cc2)ccc1=O,14,2,-2,2,-10,0,4,-5
CC(C)Cn1c(N)c(C(=O)COC(=O)C2CC(=O)N(c3ccc4c(c3)OCCO4)C2)c(=O)n(C)c1=O (configuration not stated),-1,1,-4,-3,-1,-2,7,-3
CN1CCN(c2ccc(NC(=O)c3ccc(Cl)cc3Cl)cc2)CC1,-34,0,0,5,-52,-9,-5,-2
CCN1C(N(C)CCc2cccs2)=N[C@@H](c2ccccc2)C(C(=O)OC)=C1C,2,14,3,-1,5,24,8,5
Cc1ccc(NC(=O)C(c2ccccc2)N2CCN(C(=O)c3ccco3)CC2)cc1 (configuration not stated),12,-1,5,-1,10,4,4,-5
CCc1ccccc1NC(=O)Cn1nnc(C(=O)NCc2cccs2)c1N,-13,-4,1,-2,51*,-10,8,-2
O=C(Nc1ccccc1)N1CCN(Cc2ccc3c(c2)OCO3)CC1,-1,-3,11,-7,-9,-5,-7,-5
O=C(NNC(=O)c1ccccc1O)c1ccc(Cl)c(S(=O)(=O)N2CCCCC2)c1,-13,-1,15,-10,8,-1,5,-8
COCCn1c(SCC(=O)NC(=O)NCc2ccccc2)nc2ccccc21,5,4,3,0,2,-8,-1,1
CCOC(=O)c1sc(NC(=O)C(CC)Sc2nccn2C)nc1C (configuration not stated),0,-4,-4,0,7,-6,-4,-9
COC(=O)c1[nH]c2cccc(OC)c2c1NC(=O)CN1CCN(c2cccc(OC)c2)C(C)C1 (configuration not stated),12,9,2,2,13,7,14,6
CC(=O)c1cccc(NC(=O)N2CCN(S(C)(=O)=O)CC2)c1,12,4,4,7,-2,6,-4,-5
Cc1ccc(-n2c(-c3cc(C)n(C)n3)n[nH]c2=S)cc1,7,7,10,3,-10,4,-10,-6
O=C1N(Cc2cccnc2)C[C@@H]2C[C@@H](c3ccc4nonc4c3)N3CCC[C@@]123,5,-4,-5,7,3,-1,-17,-13
COC(=O)c1sc(=S)n(-c2cc(F)ccc2F)c1N,9,-5,4,2,-3,-3,1,-19
Cc1ccc(NNC(=O)C(O)(c2cccc(C(F)(F)F)c2)c2cccc(C(F)(F)F)c2)cc1,-20,5,-2,-7,17,11,15,0
O=C(Nc1cc(Oc2ccccc2)cc([N+](=O)[O-])c1)C12CC3CC(C1)CC(n1cnc(Cl)n1)(C3)C2,-23,-10,3,0,-3,3,12,1
Cc1nnc(Oc2ccccc2)c2ccccc12,-28,-7,-1,-6,-27,-5,10,-1
COc1ccccc1N1C(=O)CC(Sc2n[nH]c(-c3cccc(C)c3)n2)C1=O (configuration not stated),-13,2,6,1,-3,-2,1,12
CC(C)OC(=O)c1cc(C(=O)c2cc(Cl)ccc2O)coc1=N,12,-7,-3,-3,-4,2,7,5
COC(=O)c1ccc(C(=O)OC)c(NC(=O)CSCc2ccc(Cl)cc2)c1,4,9,7,4,7,-2,16,-1
C/C(=N/NC(=O)CNC(=O)CCc1ccccc1)c1ccc(Cl)cc1,-2,2,2,-2,-10,50,10,4
CCOCCCNC(=O)C1CCC(CNS(=O)(=O)c2ccc(OC)cc2)CC1 (configuration not stated),4,0,-4,-11,-3,5,-7,-1
COc1cc(C2Nc3c(F)cccc3C3C=CCC32)cc(Br)c1OC (configuration not stated),4,-10,9,1,10,13,5,4
COC(=O)CN(c1cc(C(F)(F)F)ccc1Cl)S(C)(=O)=O,11,0,3,4,-1,-23,-2,-1
COc1cccc(N(C(=O)c2snc(C(N)=O)c2N)C(C(=O)NCC2CCCO2)c2ccc(F)cc2)c1 (configuration not stated),10,23,9,2,-41,-17,16,4
NC(=O)c1ccc(-n2nc(C(F)(F)F)c3c2CCCC3)cc1,-40,0,0,0,16,-6,7,-5
O=C(c1cccc(C(F)(F)F)c1)C1CCCN(C(=O)CCCN2CCCC2=O)C1 (configuration not stated),-10,0,7,0,-5,-2,-2,-8
Cc1ccc(Cc2cnc(NC(=O)c3cccs3)s2)cc1,-299,20,0,-19,-124,-116,12,-2
COc1cc2c(cc1OC)C(C)N(C(=O)Nc1ccc(F)cc1)CC2 (configuration not stated),-30,3,-3,-4,16,0,1,-1

# 3 of these compounds in a different format.
structure	697 NFkB inh	UBC13 inh	SENP7 inh	SENP8 block	Jurkat NFkB inh	Gli-Sufu block	Apaf-1 inh	HKDC1 inhibitor
Cc1cc(C(=O)NC2CCCN(Cc3ccc(Cl)cc3)C2)n(C)n1 (configuration not stated)	7	11	-9	-9	21	57*	-11	-7
COc1ccccc1Nc1c([N+](=O)[O-])cncc1[N+](=O)[O-]	23	-2	2	-8	3	-1	5	-6
COc1ccccc1N1C(=O)CC(Sc2n[nH]c(-c3cccc(C)c3)n2)C1=O (configuration not stated)	-13	2	6	1	-3	-2	1	12

# Further results:
SMILES,697 NFkB inh,UBC13 inh,SENP7 inh,SENP8 block,Jurkat NFkB inh,Gli-Sufu block,Apaf-1 inh,HKDC1 inhibitor
CC(C)(C)c1ccc(C(=O)Nc2ccc(NC(=O)c3ccco3)cc2)cc1,-3,3,2,-2,8,1,-18,-2
Cc1ccc(-c2nc3ccccc3c(=O)n2N)cc1,-13,1,9,2,1,6,-16,-4
O=C(N=C1c2ccccc2CN1c1ccc(F)c(F)c1)c1cccnc1,2,0,-3,-8,-2,-22,-10,1
COC(CNC(=O)c1ccc2c(c1)ncn2-c1cccc(C)c1)OC,19,6,1,0,1,10,0,-2
CC1(C(=O)N2CC3(CC(c4ccccc4)=NO3)C[C@H]2C(=O)NCC(N)=O)CC1 (some centres not stated),-9,-10,7,-5,-1,-3,-3,-2
CC(C)COc1ccc(Cc2cnc(N)nc2N)cc1,-8,19,-1,0,-2,9,-6,-6
Cc1cccc(NC(=O)CSc2nnc(CNC(=O)c3ccc(S(=O)(=O)N(C)C)cc3)n2-c2ccc(F)cc2)c1,26,-7,13,4,-5,-7,14,-2
CSc1nsc(SCC(=O)Nc2ccc(Cl)c(C(=O)O)c2)n1,12,2,-2,5,13,5,-6,-9
CC(C)CC(=O)Nc1ccc2c(c1)nc(CCN1CCOCC1)n2C,0,0,-12,0,22,25,-8,-1
O=C(/C=C/c1ccccc1)N1CCN(Cc2nc3ccccc3c(=O)[nH]2)CC1,8,0,-4,-12,-9,4,-5,-15
COc1ccc(-c2nc(N)c(C#N)c(-c3cccnc3)c2C)cc1,-9,6,4,-2,5,9,-4,-1
O=C1S/C(=C\c2ccc(N3CCOCC3)o2)C(=O)N1Cc1c(F)cccc1Cl,17,-54,0,-8,0,-3,13,-1
COC(=O)Cn1c(=O)c2c(nc(Br)n2CC(=O)OC)n(C)c1=O,9,2,13,0,3,2,-4,-4
COc1ccc(CNS(=O)(=O)c2ccc(F)c(C(=O)Nc3ccccc3OC)c2)cc1,-1,18,5,2,-3,-2,8,-8
